Bioassay records: PubChem BioAssay, several laboratories
Rv3671c inh – inhibitors of M. tuberculosis serine protease Rv3671c. inhibition, % at 5.96 µM. hit rate 0.048% among 320,000. AID 2606; in the data active = inhibition above about 38%;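 also: extracellular domain of Rv3671c used as enzyme; 0% = enzyme with DMSO and 100% = no enzyme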
Mtb BioA inh – inhibitors of Mycobacterium tuberculosis BioA enzyme; purified M. tuberculosis BioA enzyme, plate reader; inhibition, % at 9.99 µM; hit rate 0.096% among 360,000; AID 602481; in the data active = inhibition above about 40%; inconclusive = no clear call, values can overlap the other calls
MazF activator – activators of E. coli MazEF toxin-antitoxin RNase; FAM/BHQ RNA-DNA oligo cleavage fluorescence, 5 h; AID 504720; hit rate 0.32% among 350,000; activation, % at 20 µM; P0AE70; in the data active = activation above about 50%
Target sequence (P0AE70 whole entry, looked up): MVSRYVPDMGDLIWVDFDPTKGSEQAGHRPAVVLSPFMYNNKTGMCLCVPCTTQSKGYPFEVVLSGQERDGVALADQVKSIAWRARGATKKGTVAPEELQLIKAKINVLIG
Mtb UGM inh – inhibitors of M. tuberculosis UDP-galactopyranose mutase; P9WIQ1; purified UGM, fluorescence polarization probe displacement; inhibition, % at 10 µM; hit rate 0.06% among 320,000; in the data active = inhibition above about 10%, passing the limit was not always enough; inconclusive = no clear call, values can overlap the other calls
FadD28 FP inh – blocks FadD28 binding to the bisubstrate probe | fluorescence polarization | inhibition, % at 12.5 µM | hit rate 0.22% among 360,000; in the data active = inhibition above about 8.5%, passing the limit was not always enough; inconclusive = no clear call, values can overlap the other calls
VHR inh abs – blocks human VHR1 dual specificity phosphatase | P51452 | recombinant VHR phosphatase, pNPP absorbance | hit rate 0.52% among 290,000 | inhibition, % at 13.3 µM; in the data active = inhibition above about 50%; also: some compounds called inactive have numbers as strong as hits
Target sequence (P51452 whole entry, looked up): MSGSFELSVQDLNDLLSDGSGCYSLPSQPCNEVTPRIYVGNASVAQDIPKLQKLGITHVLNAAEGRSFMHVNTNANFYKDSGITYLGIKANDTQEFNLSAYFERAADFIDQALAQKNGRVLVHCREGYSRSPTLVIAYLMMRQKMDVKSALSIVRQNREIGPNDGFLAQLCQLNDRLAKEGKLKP
GDH-TPI counter – inhibits GDH-TPI coupling enzymes, artifact for Mtb FBA screen | GDH-TPI coupled enzyme counterscreen, NADH absorbance | inhibition, % at 4.8 µM | hit rate 1.2% among 360,000 | AID 588335;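 also: 0% = DMSO wells and 100% = wells lacking the enzyme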
BoNT-F LC inh – inhibitors of Botulinum neurotoxin F light chain protease; Multiplex microsphere protease cleavage assay, flow cytometry; inhibition, % at 10 µM; hit rate 0.22% among 360,000; AID 588497; in the data active = inhibition above about 35%, passing the limit was not always enough; inconclusive = no clear call, values can overlap the other calls; also: plate controls were buffer without enzyme for full effect and enzyme alone for no effect
FBA Mtb inh – inhibits M. tuberculosis FBA enzyme | P9WQA3 | purified M. tuberculosis FBA, fluorescence read-out | inhibition, % at 1 µM | hit rate 2.3% among 360,000 | AID 588726; in the data active = inhibition above about 27%;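 also: 0% = vehicle and 100% = reference inhibitor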
Target sequence (P9WQA3 whole entry, looked up): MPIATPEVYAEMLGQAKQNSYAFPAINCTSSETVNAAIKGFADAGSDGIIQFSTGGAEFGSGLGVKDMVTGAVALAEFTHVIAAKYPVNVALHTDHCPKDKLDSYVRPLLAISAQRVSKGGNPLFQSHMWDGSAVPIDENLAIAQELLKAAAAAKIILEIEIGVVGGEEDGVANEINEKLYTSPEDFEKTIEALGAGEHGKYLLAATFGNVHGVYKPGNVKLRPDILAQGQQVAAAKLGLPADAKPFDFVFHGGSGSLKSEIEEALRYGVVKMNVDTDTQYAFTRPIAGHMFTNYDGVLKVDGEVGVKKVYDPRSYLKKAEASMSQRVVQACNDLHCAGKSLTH
CCHFV vOTU inh – blocks the CCHF virus ovarian tumor domain protease. hit rate 0.55% among 370,000. CCHFV vOTU protease, Pep-AMC fluorescence. AID 651958. inhibition, % at 11.5 µM; also: 0% = vehicle wells with enzyme and 100% = no enzyme wells
An asterisk follows results filed as active; ? = inconclusive; / = no result given. Rule as the data show it, unless noted: active = inhibition above about 30%; inactive = the rest.

Value order – Rv3671c inh	Mtb BioA inh	MazF activator	Mtb UGM inh	FadD28 FP inh	VHR inh abs	GDH-TPI counter	BoNT-F LC inh	FBA Mtb inh	CCHFV vOTU inh
#1 O=C(c1ccc(Br)cc1)N1CCC2(CC1)NCCc1[nH]cnc12
    -7	-0.8	3	0.5	0.5	7	0	0	-3	6
#2 CCN(CC)C(=O)Oc1ccc(Br)cc1C(=O)Nc1ccc(F)cc1F
    3	/	4	0.1	-0.6	27	6	?	-3	-2
#3 COc1ccc(OC)c(NC(=O)C2(C)CCN2C(=O)C2(c3ccccc3)CCCC2)c1 (stereo not given)
    /	-1.1	/	/	-1.5	/	1	1	-1	13
#4 CN(C)S(=O)(=O)c1ccc(NC(=O)CN2CCc3ccccc32)cc1
    1	/	-1	-0.1	-0.2	-21	-3	-18	4	-6
#5 O=C(Oc1coc(CSc2ncccn2)cc1=O)c1ccccc1[N+](=O)[O-]
    4	/	-1	-0.2	-5.4	23	-8	-3	0	5
#6 COC(=O)CSc1nc(N)c2c3c(sc2n1)CCCC3
    3	0.5	-1	0.1	-4.0	34	0	3	4	-9
#7 O=c1c(-c2ccccc2)[n+]([O-])c2ccccc2n1O
    3	0.4	6	-0.5	-0.2	4	4	-2	-4	-1
#8 COc1ccc2[nH]c3c(c2c1)CCN1C(=O)C(CC(=O)NCC24CC5CC(CC(C5)C2)C4)C[C@H](C(=O)N2CCCCC2)[C@@]31C (stereo not given in full)
    /	-0.5	5	/	-2.1	/	-1	-4	-2	-5
#9 Cc1cc(=O)n2[nH]cnc2n1
    -6	/	5	0.2	-1.7	23	-11	-1	-6	0
#10 OC(CN(c1ccccc1)c1ccccc1)Cn1cnc2ccccc21 (stereo not given)
    -3	-1.2	2	1.1	-2.9	3	7	-13	1	22
#11 COc1ccc(NC2CCCN(C(=O)CSc3ccccn3)C2)cc1OC (stereo not given)
    3	1.7	2	-1.0	-0.7	47	-4	-7	2	1
#12 C/C=C/c1ccc(OCC(O)CN(C)Cc2ccc(SC)cc2)c(OC)c1 (stereo not given)
    -8	-2.8	-1	1.3	-0.5	6	2	-9	6	5
#13 CCCOc1ccc(C(=O)CCNc2cccc(Cl)c2)cc1
    10	-0.4	1	1.0	1.7	21	6	-12	-1	12
#14 C/C(=N\NC(=O)c1ccc(NS(=O)(=O)c2cccs2)cc1)c1ccccc1
    -13	/	-5	2.7	-1.5	8	16	-7	2	7
#15 CCC(C)(C)NC(=O)CN(Cc1ccc2c(c1)OCO2)C(=O)CCC(=O)Nc1cc(C)ccn1
    5	-2.1	-10	1.3	/	2	9	-5	2	16
#16 O=C(Nc1ccccc1F)N(CCCN1CCOCC1)Cc1cc2cc3c(cc2[nH]c1=O)OCCO3
    6	1.4	-4	-1.0	0.4	18	14	-1	17	-7
#17 CC1CCc2c(sc(NC(=O)c3noc4c3CCCC4)c2C(N)=O)C1 (stereo not given)
    /	/	-1	/	-3.4	/	-4	-2	-1	-1
#18 CCOC(=O)N1CCC(NC(=O)Cn2ncc3ccccc32)CC1
    -7	-3.0	-8	4.4	-0.4	25	2	-8	3	-3
#19 CNC(=O)CSc1nnc(-c2ccccn2)n1Cc1ccco1
    4	-1.3	4	-2.7	0.1	-11	4	-10	1	-17
#20 CSc1nc2ccccc2cc1/C=C(\C#N)c1ccc(Cl)cc1Cl
    4	-2.5	-1	-2.3	0.0	27	12	-5	3	0
#21 Cc1c(NC(=O)OCCNC(=O)COc2c(Cl)cccc2Cl)sc(=S)n1C
    0	2.4	7	1.1	-1.1	36	3	-9	-2	22
#22 COc1ccccc1NC(=O)/C=C/C(N)=O
    6	-1.4	-9	-2.1	-2.2	-4	3	4	1	3
#23 Cc1ccc(NC(=O)CCC(=O)N2CCC(c3ccccc3)=N2)cc1S(=O)(=O)N1CCCCC1
    /	-0.5	-3	/	1.2	/	9	2	1	23
#24 Cc1cc(C)cc(C(O)c2ncc(-c3ccc(C(F)(F)F)cc3)[nH]2)c1 (stereo not given)
    /	0.4	/	/	-6.0	/	-5	-10	4	22
#25 Cc1ccc(CNC(=O)CCS(=O)(=O)c2cc3c(cc2Cl)NC(=O)CO3)cc1
    2	-1.1	1	1.0	-1.4	8	-2	0	1	12
#26 CN(C)CCNC(=O)c1ccccc1-c1cc2ccccc2c(=O)o1
    /	0.1	2	-3.3	-2.8	2	3	-4	1	-2
#27 CCOc1ccc(Cl)cc1Nc1nc(NCCO)nc(N2CCCC2)n1
    -5	-0.4	7	-3.4	-3.7	/	2	0	-2	-2
#28 O=C(CCNS(=O)(=O)c1ccc(Cl)cc1)OCC(=O)c1ccc[nH]1
    5	0.3	0	0.5	1.9	13	6	1	-5	-9
#29 CCN(CC)CCCNC(=O)CCc1ccccc1
    -1	2.8	-2	-0.6	-3.0	6	-5	1	3	10
#30 Cc1ccc(S(=O)(=O)N2CCCCC2)cc1C(=O)Nc1ccc2cn[nH]c2c1
    6	/	2	0.4	-0.8	36	8	2	1	-8

A second format for part of the listing above:
[19] CNC(=O)CSc1nnc(-c2ccccn2)n1Cc1ccco1
  Rv3671c inh = 4	Mtb BioA inh = -1.3	MazF activator = 4	Mtb UGM inh = -2.7	FadD28 FP inh = 0.1	VHR inh abs = -11	GDH-TPI counter = 4	BoNT-F LC inh = -10	FBA Mtb inh = 1	CCHFV vOTU inh = -17
[20] CSc1nc2ccccc2cc1/C=C(\C#N)c1ccc(Cl)cc1Cl
  Rv3671c inh = 4	Mtb BioA inh = -2.5	MazF activator = -1	Mtb UGM inh = -2.3	FadD28 FP inh = 0.0	VHR inh abs = 27	GDH-TPI counter = 12	BoNT-F LC inh = -5	FBA Mtb inh = 3	CCHFV vOTU inh = 0

Going on with the list.
no.	Compound	Rv3671c inh	Mtb BioA inh	MazF activator	Mtb UGM inh	FadD28 FP inh	VHR inh abs	GDH-TPI counter	BoNT-F LC inh	FBA Mtb inh	CCHFV vOTU inh
31	COc1ccccc1NC(=O)CSc1nnc(C)n1CCc1ccccc1	3	2.0	-3	-1.6	-0.9	14	-3	-38	-4	-11
32	COC(=O)CSc1nnc(CNC(=O)Cc2ccccc2)n1C	-6	-0.6	-2	-2.3	-2.5	21	2	-4	2	-2
33	Cc1ccc(NC(=S)N(CCCN2CCC(C)CC2)Cc2ccco2)cc1	-10	-0.4	1	0.3	0.0	54*	1	1	1	20
34	COC(=O)c1[nH]c2cccc(Cl)c2c1NC(=O)CN1CCCCC1C (stereo not given)	1	1.6	0	3.7	-1.8	-6	20	-4	2	6
35	CCCCCC(=O)OC(CN1CCCCCC1)CN1CCCC1=O (stereo not given)	4	/	5	0.0	-1.7	25	6	8	1	7
36	COc1ccccc1CCc1nnc(CCC(=O)NCCOc2cccnc2)o1	-5	-0.7	6	-2.4	0.2	6	-1	3	-2	-3
37	O=C(Cn1nnc(-c2ccccc2)n1)NNC(=O)c1ccco1	2	/	4	1.3	1.0	15	6	-1	2	16
38	O=C(c1ccc(Br)cc1)c1coc2ccc(O)cc12	-8	/	7	-0.2	-1.2	/	-1	4	-3	2
39	O=C(Nc1ccc(F)cc1)c1cc(-c2ccncc2)nc2c(Cl)cccc12	2	0.2	-7	0.5	-3.1	33	12	-8	-2	2
40	CCOC(=O)c1nnn(-c2nonc2N)c1COc1c(C=O)cccc1OC	-1	/	-2	-0.8	-0.7	19	4	-8	1	-1
41	Cc1cccc(OC(C)C(=O)Nc2nccs2)c1 (stereo not given)	4	0.1	-8	-4.9	-4.9	-4	-4	-2	-2	-10
42	COc1ccc(S(=O)(=O)NC(C)C(=O)Nc2ccc3c(c2)OCCO3)cc1OC (stereo not given)	-6	/	9	-1.5	/	16	0	-13	0	-1
43	Fc1ccc(-c2cc3nc4c(c(N5CCOCC5)n3n2)CCCC4)cc1	-6	0.8	-4	0.4	-9.6	10	15	5	5	-3
44	CCOc1ccccc1-c1cc(NC)ncn1	/	1.1	/	/	-2.4	/	8	5	5	-15
45	COc1cc(CCC(=O)N2CCN(c3cccc(C)c3C)CC2)cc(OC)c1OC	3	-0.7	2	-2.1	0.8	35	-9	1	7	7

Results in FBA Mtb inh (three entries from above):
| nr | SMILES | FBA Mtb inh |
| --- | --- | --- |
| 36 | COc1ccccc1CCc1nnc(CCC(=O)NCCOc2cccnc2)o1 | -2 |
| 35 | CCCCCC(=O)OC(CN1CCCCCC1)CN1CCCC1=O (stereo not given) | 1 |
| 45 | COc1cc(CCC(=O)N2CCN(c3cccc(C)c3C)CC2)cc(OC)c1OC | 7 |

Later entries
no.	Compound	Rv3671c inh	Mtb BioA inh	MazF activator	Mtb UGM inh	FadD28 FP inh	VHR inh abs	GDH-TPI counter	BoNT-F LC inh	FBA Mtb inh	CCHFV vOTU inh
46	Cc1ccc(C(=O)NC(=S)N2CCCC2)cc1	-10	-3.2	2	2.4	-0.9	18	7	10	0	16
47	CCc1ccc2nc(NC(=O)C3CCN(c4ncnc5sc(C)c(C)c45)CC3)sc2c1	-15	-1.0	-53	-2.3	-3.1	/	-9	0	-1	6
48	C=C(C)c1cccc(C(C)(C)NC(=O)Nc2cc(C)ccn2)c1	4	-0.4	-2	0.3	-2.4	-12	-4	12	-4	-2
49	Cc1cccc(NS(=O)(=O)c2ccc3[nH]c(=O)[nH]c3c2)c1C	/	-2.0	10	0.7	-3.2	-13	-8	23	7	9
50	COc1ccc(/C=C/C(=O)N(C)CC(=O)Nc2cccc(F)c2)cc1S(=O)(=O)N1CCCCC1	/	0.6	6	/	-0.3	/	8	5	-1	6
51	O=C(CSC(=S)N1CCCCC1)Nc1nc(-c2ccccc2)c(-c2ccccc2)o1	6	-0.4	3	-0.3	0.3	13	-4	2	4	4
52	Cc1noc(/C=C/N(C)C)c1S(=O)(=O)N1CCCC(C(=O)NCc2ccccc2Cl)C1 (stereo not given)	-26	-2.4	-9	0.3	-1.0	4	32*	6	-1	-3
53	Cc1ccc(C)c(OCCC(=O)OCC(=O)Nc2ccc(N3CCOCC3)cc2)c1	0	-3.3	-3	-0.2	1.8	/	3	9	4	16

Rows are unselected. About 4.9% of those tested had a hit in this group.
